# LGR2 antag: inhibitors of bursicon-induced LGR2 CRE-luciferase signal, primary screen, cell-based, HEK293, CRE-luciferase reporter, bursicon stimulation. bursicon-stimulated, 4 h. hit rate 0.35% among 380,000. inhibition, % at 9.99 µM. AID 720647, 2013. Drosophila bursicon receptor LGR2 (rickets);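 active = drop in luminescence signal, shown as inhibition above about 50% in the replicate tests, limit read from the data, passing the limit was not always enough; inconclusive = probably only some replicates passing the limit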;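 note: agonist challenge used bursicon conditioned medium at about half maximal strength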
# PglD inh: C. jejuni PglD acetyltransferase inhibitors, primary screen, biochemical, DTNB colorimetric, single point | inhibition, % at 12.5 µM | hit rate 0.098% among 360,000 | UDP-N-acetylbacillosamine N-acetyltransferase PglD (Campylobacter jejuni) | purified PglD enzyme, DTNB colorimetric CoA detection; in the data active = inhibition above about 16%, passing the limit was not always enough; inconclusive = no clear call, values can overlap the other calls; note: strong numbers were not always called active
# PAX8 reporter: inhibitors of PAX8-driven TPO luciferase reporter, primary screen, RMG-I cells, single concentration; SteadyGlo, 24 h; hit rate 1.2% among 360,000; AID 652154, 2013; inhibition, % at 12.6 µM;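 active = mean replicate inhibition at least 60% with every replicate also reaching 60%; inconclusive = only one of the two criteria is met; inactive = mean below 60% and not all replicates reaching 60%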;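 note: luciferase light reporting Pax8 driven TPO promoter activity; plate controls were median of neutral control wells for no effect and mitoxantrone controls for full effect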
# PGC1a acetyl inh: inhibitors of PGC1a acetylation signal, primary screen, cell-based, U2OS, AlphaScreen, inhibitor mode | AlphaScreen anti-acetyl-lysine; with virally co-expressed GCN5 acetyltransferase | inhibition, % at 15.6 µM | hit rate 0.17% among 350,000;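 active = every replicate shows inhibition of at least 40%; inconclusive = mean inhibition at least 40% but some replicate below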;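 note: 0% = neutral control wells and 100% = positive control wells; some results beyond the cut were filed as inactive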
# C2C12 statin: suppressors of statin myotoxicity in C2C12 myotubes, primary screen, cell-based, single point, plate reader | C2C12 myotubes + simvastatin, ATP luminescence, 48 h; scaled: DMSO 0, geranylgeraniol control 100 | rescue of ATP level, % at 7.49 µM | hit rate 0.78% among 330,000;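 active = mean ATP rescue above about 67%, or every replicate alone reaching that limit, limit read from the data, passing the limit was not always enough; inconclusive = no clear call, values can overlap the other calls; inactive = mean under the limit and some replicate under it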;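 note: myotubes were challenged with 10 µM simvastatin during compound exposure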
# Cneo AK release: Cryptococcus neoformans cell lysis inducers, primary screen, AK release luminescence, single concentration. lysis activity, % at 15 µM. hit rate 0.2% among 360,000. AID 651654, 2012. C. neoformans lysis, adenylate kinase release luminescence, 4 h; normalised: neutral wells 0, clomiphene wells 100;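 active = mean lysis activity across replicates of at least 80%, whatever share of replicates individually reach that level; inactive = mean lysis activity below 80%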
#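 read-out = cell lysis signal | test system = log-phase Cryptococcus neoformans yeast cells | input = cells at 5 × 10^6 per mL | medium = fresh YPD growth medium | signal = luminescent adenylate kinase detection reagent | timing = 4 h at 37 °C static, read 1 h later | dosing = single dose | controls = Clomiphene as positive lysis control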
# ARNT TACC3 PPI: disruptors of ARNT/TACC3 protein interaction, primary screen, biochemical, AlphaScreen, single concentration; Transforming acidic coiled-coil-containing protein 3 (Homo sapiens), Q9Y6A5; hit rate 0.66% among 390,000; AlphaScreen His-ARNT PAS-B/GST-TACC3 binding, luminescence; TACC3 fragment carries E629A point mutation; inhibition, % at 9.99 µM; AID 623870, 2012;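 active = mean inhibition of replicates at least 50% and at least half of replicates each reaching 50%; inconclusive = half or more replicates reach 50% but mean below 50%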;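 note: 0% = complete ARNT plus TACC3 wells and 100% = ARNT alone without TACC3; many hits fall short of the cut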
# GSIS activator: GLuc luminescence reporter in INS-1E cells, primary screen for activators of glucose-dependent secretion of insulin; INS-1E GLuc reporter insulin secretion, 2-3 h; activation, % at 16.6 µM; hit rate 0.61% among 370,000; AID 743287, 2014;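 active = lowest replicate activation of at least 40%, so every replicate reaches that level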;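 note: 0% = median of neutral control wells and 100% = median of IBMX positive control wells; some compounds called inactive have numbers as strong as hits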
# * hit, by the source's call; u = inconclusive; x = not tested or not shown; & = joins results of further samples.
SMILES,LGR2 antag,PglD inh,PAX8 reporter,PGC1a acetyl inh,C2C12 statin,Cneo AK release,ARNT TACC3 PPI,GSIS activator
Cc1cccc(N2CCN(C(=O)COc3ccc4c(C)cc(=O)oc4c3C)CC2)c1C,-4,3,8,-5,-17,0,-3,11
Cc1noc(C)c1S(=O)(=O)Nc1ccc2c(c1)C(=O)N([C@@H](C)CO)C[C@H](C)[C@@H](CN(C)C(=O)Nc1ccccc1)O2,14,-5,x,-2,x,2,-3,20
COc1ccc(O)c(C(=O)c2cc(C(=O)NCCc3ccccc3)c(=O)n(CCc3ccccc3)c2)c1,12,0,17,-16,-23,-3,-1,-29
CC(NC1=CC(=O)c2cccnc2C1=O)C(O)c1ccccc1 (stereo not drawn),-31,x,u,0,x,x,47*,-41
COc1ccc(C(C)(NC(C)=O)c2nc(-c3ccc(F)c(Cl)c3)cs2)cc1 (stereo not drawn),11,0,-32,-1,3,0,x,-8
COC(=O)C[C@H]1CC[C@@H]2[C@H](COc3ccc(NC(=O)Nc4cccc(F)c4)cc3C(=O)N2C)O1,-2,-2,2,2,4,-3,1,-7
COc1cccc(NC(=O)N2CC(=O)N3[C@H](CO)[C@@H](c4ccc(C#CC5CCCC5)cc4)[C@H]3C2)c1,-2,x,6,-5,x,x,x,10
CN(CCCNC(=O)CCCOc1cc(=O)n(C)c2ccccc12)Cc1ccccc1,18,1,-13,-23,-4,0,4,5
CNc1nc(OC)nc(N(C#N)CN2C(=O)c3ccccc3S2(=O)=O)n1,-7,x,9,-4,x,x,-7,11
O=C(C[n+]1cccc(CNC(=O)c2ccc(OC(F)F)cc2)c1)c1ccccc1,-5,-4,-1,-7,-5,1,x,-7
Cc1ccc(C(C)C)c(OCc2nc(-c3nonc3N)no2)c1,-33,0,-93,-15,-23,-2,-9,-2
O=C(NCC[C@@H]1CC[C@@H](NC(=O)C2CC2)[C@@H](CO)O1)Nc1ccc(C(F)(F)F)cc1,5,1,-3,2,-19,1,-4,15&-23
O=C(Cc1ccccc1)Nc1ccc(C(=O)Nc2ccccc2C(=O)O)cc1,23,-7,4,x,5,5,8,-1
COc1ccc(CCNc2nc(C)cc(C)n2)cc1OC,-13,-2,-6,10,13,1,-2,10
CC(=O)n1nc(-c2ccc(Cl)cc2)nc1NCc1ccco1,x,1,x,-14,-9,-3,-1,6
Cc1ccc(OCCOCCN(C)C)c(Cl)c1,2,x,-3,x,x,x,-1,10
CN1CCN(C(=O)C[C@H]2C=C[C@@H](NC(=O)Nc3ccccc3F)[C@@H](CO)O2)CC1,0,-4,-15,1,-1,-17,-15,14
CC(=O)OC(C(=O)NCc1ccco1)c1cccnc1 (stereo not drawn),x,2,x,-1,-5,-7,-1,x
COc1ccc2[nH]c(=O)c(CN(CCN3CCCC3)C(=O)Nc3ccccc3Cl)cc2c1,x,4,x,36,6,3,-11,x
CC(=O)N/C(=C/C(C)C)c1ccccc1,3,0,1,-1,-4,1,5,8
Nc1c(C(=O)N/N=C/c2ccccc2Cl)oc2nc(-c3ccccc3)cc(-c3ccco3)c12,-7,-6,-7,-16,11,1,30,7
O=C1NC2(CCCC2)N=C1c1ccc(F)cc1,x,-3,-5,7,-14,-2,7,x
CCOC(=O)C1(CCCc2ccccc2)CCN(C(=O)c2cc(C)nc(C)n2)CC1,0,6,0,1,10,-3,-11,-10
CSC(=S)N/N=C(\C)c1ccccc1,3,2,3,-10,-4,2,4,1
O=C1NCCN(Cc2ccoc2)C1CC(=O)N(Cc1ccccc1)CC1CCC1 (stereo not drawn),5,6,-6,-9,-2,-2,5,6
COC(=O)CSc1nnc(-c2ccco2)o1,x,-1,x,-7,-7,2,2,x
COc1ccc(S(=O)(=O)N2CCN(Cc3ccc4c(c3)OCO4)CC2)cc1F,-5,-3,2,x,7,0,x,-3
CC(=O)N(C)C[C@H]1Oc2cc(-c3cccc(C#N)c3)ccc2S(=O)(=O)N([C@@H](C)CO)C[C@H]1C,0,3,x,5,-24,3,-3,19
CC(=O)Nc1ccc(NC(=O)C/C(C)=N/NC(=O)COc2cc(C)c(Br)cc2Br)cc1,10,-2,-5,x,3,-2,x,10
COc1cc(NC(=O)CCCNC(=O)c2ccc(Cl)cc2)cc(OC)c1OC,13,-10,8,-12,7,-1,-4,1
CC(C)N(C(=O)[C@H]1C[C@H](CC(=O)NCC23CC4CC(CC(C4)C2)C3)C(=O)N2CCc3c([nH]c4cc(-c5ccco5)ccc34)[C@]12C)C(C)C,10,2,4,-4,8,31,2,2
C[C@@H]1CN([C@@H](C)CO)C(=O)Cc2cc(NC(=O)Nc3ccc(C(F)(F)F)cc3)ccc2O[C@@H]1CN(C)CC1CCCCC1,-6,0,-9,-11,-64,2,31,-12
CC[C@]12c3[nH]c4ccccc4c3CCN1C(=O)C(CC(=O)NC(C)(C)C)C[C@@H]2C(=O)N1CCN(C(=O)C2CC2)CC1 (stereo partly drawn),2,-6,-21,2,5,-3,1,4
C[C@@H]1CN([C@@H](C)CO)C(=O)c2cc(C#CCN(C)C)cnc2O[C@@H]1CN(C)Cc1ccccn1,-10,3,x,4,-6,-14,-2,5
CC1CCN(C(=O)c2[nH]cnc2C(=O)NCCCCCNC(=O)OC(C)(C)C)CC1,6,6,-14,-3,5,1,27,1
C[C@@H]1CN([C@H](C)CO)C(=O)Cc2cc(NS(=O)(=O)c3ccc(F)cc3)ccc2O[C@H]1CN(C)Cc1ccc(Oc2ccccc2)cc1,25,-5,27,-26,u,3,10,-5
C[C@@H]1CN([C@@H](C)CO)C(=O)c2cccc(NC(=O)CCCCCC(=O)Nc3ccccc3N)c2O[C@@H]1CN(C)C,10,x,-5,9,x,x,x,24
Cc1ccc(NC(=O)CCC(=O)N/N=C/c2cc([N+](=O)[O-])ccc2O)cc1,25,-8,4,-1,x,0,9,-23
CCc1nn2c(=O)cc(CSCC(=O)Nc3ccccc3Cl)nc2s1,x,-3,x,2,-1,-6,3,x
C[C@@H]1CN([C@H](C)CO)C(=O)c2cc(NC(=O)NC3CCCCC3)ccc2O[C@H]1CN(C)Cc1ccc(Oc2ccccc2)cc1,7,4,x,9,-95,66,-3,-30
O=C(COC(=O)c1ccc(O)cc1)NCC1CCCO1 (stereo not drawn),-1,x,-12,10,x,x,10,-7
C=C(C)CN1C(=O)c2ccccc2C1=O,-5,4,x,6,0,-8,33,6
O=C(O)c1c(Cl)c(Cl)c(Cl)c(Cl)c1C(=O)OCC1CCCO1 (stereo not drawn),14,-4,0,1,-11,2,x,22
CCCCSc1nc2c(cnn2-c2ccc(Cl)cc2)c(=O)[nH]1,x,-5,2,-8,-3,0,-7,x
Cc1ccc(-c2csc(NC(=O)C3CC(=O)N(Cc4ccco4)C3)n2)cc1 (stereo not drawn),4,-4,-5,4,-4,2,-2,-24
Cc1ccc(S(=O)(=O)N(C)C)cc1NC(=O)C1CCCCC1,10,x,5,x,x,x,-3,-3
COc1ccc2c3c([nH]c2c1)[C@@H](CO)N(C(=O)CN(C)C)CC31CCN(Cc2ccccc2Cl)CC1,9,x,-16,-44,x,x,x,-18
Cc1ccc(/C=N/NC(=O)Cn2nnc(N)n2)cc1,-35,x,-23,-11,x,x,1,-5
O=C(NNC(=O)C12CC3CC(CC(O)(C3)C1)C2)c1ccccc1O,2,-1,13,x,1,-1,6,-1
CCCC#Cc1ccc([C@H]2[C@H](CO)N3CCCCN(S(=O)(=O)c4ccccc4C)C[C@@H]23)cc1,2,0,-13,-2,x,9,4,39
O=C(/C=C/[C@H]1O[C@@H](n2ccc(=O)[nH]c2=O)[C@H](O)[C@@H]1O)NCCN1CCCC1,-3,-3,3,-20,4,-1,x,x
COc1ccc(-c2cc(C(F)(F)F)nc(-n3ccnc3C)n2)cc1,3,x,-4,x,x,x,-22,30
COc1ccc(NC(=S)N2CCC(C(=O)c3ccc(C)cc3)CC2)cc1,10,-5,-9,x,-11,3,-2,-12
C[C@@H]1CN([C@H](C)CO)C(=O)c2cc(NC(=O)Nc3ccc(C(F)(F)F)cc3)ccc2O[C@@H](C)CCCCO[C@@H]1CN(C)C(=O)Cc1ccccc1,9,1,72*,x,-30,0,-1,14
COc1cc(SC)ccc1C(=O)NCc1ccccc1,-27,0,-14,-7,5,-1,-6,17
COc1cc(NC(=O)c2ccco2)c(C(=O)OCC(=O)c2c[nH]c3ccccc23)cc1OC,21,4,51,12,x,2,-2,-11
C[C@H]1CCCCO[C@@H](CN(C)CC2CCCCC2)[C@@H](C)CN([C@@H](C)CO)C(=O)c2cc(NC(=O)Nc3ccc(C(F)(F)F)cc3)ccc2O1,x,0,16,-3,x,5,20,x
O=C(Nc1nc(-c2cccs2)cs1)c1ccc(S(=O)(=O)N2CCCC2)cc1,x,-7,x,-3,-46,1,3,x
Cc1ccccc1N1CC(C(=O)Nc2nnc(SCc3ccccn3)s2)CC1=O (stereo not drawn),15,0,-1,x,0,2,0,10
CCOc1ccc(/C=N/NC(=S)NC2CC3C=CC2C3)cc1 (stereo not drawn),x,1,-30,23,-7,8,-4,x

# Next part.
SMILES,LGR2 antag,PglD inh,PAX8 reporter,PGC1a acetyl inh,C2C12 statin,Cneo AK release,ARNT TACC3 PPI,GSIS activator
O=C(COC(=O)COc1ccccc1Cc1ccccc1)Nc1cccnc1Cl,6,3,16,x,x,1,-3,20
O=C(C[C@@H]1C[C@H]2c3cc(NC(=O)Nc4ccccc4F)ccc3O[C@H]2[C@@H](CO)O1)NC1CCCCC1,7,1,-23,-6,8,14,-8,14
C=CCOC(=O)c1ccc(-n2cncn2)nc1,x,-3,-4,-4,134*,0,3,x
Cc1cc(C(=O)N2CCC2(C)C(=O)NS(=O)(=O)c2ccc(F)cc2F)nn1C (stereo not drawn),3,0,-2,18,5,1,x,3
C[C@@H]1CN([C@H](C)CO)C(=O)c2cc(NC(=O)Cc3ccccc3)ccc2O[C@@H](C)CCCCO[C@H]1CN(C)C(=O)Nc1ccccc1,27,1,-18,-8,x,-1,-8,-24
C[C@@H]1CN([C@H](C)CO)C(=O)c2cc(NS(=O)(=O)c3cn(C)cn3)ccc2O[C@@H](C)CCCCO[C@H]1CN(C)C(=O)Nc1ccc2c(c1)OCO2,15,x,-19,10,x,x,x,16
O=C(COC(=O)c1cc(-c2ccccc2)nc2ccccc12)NC1CC1,-14,-1,-5,-2,-8,2,-3,2
O=C(Nc1ccc(F)cc1)N1CC(=O)N2[C@H](C1)[C@H](c1ccc(-c3ccc(F)cc3)cc1)[C@@H]2CO,11,x,-7,4,x,x,x,-33

# Structures from the list above with a COOH group (2):
SMILES,LGR2 antag,PglD inh,PAX8 reporter,PGC1a acetyl inh,C2C12 statin,Cneo AK release,ARNT TACC3 PPI,GSIS activator
O=C(Cc1ccccc1)Nc1ccc(C(=O)Nc2ccccc2C(=O)O)cc1,23,-7,4,x,5,5,8,-1
O=C(O)c1c(Cl)c(Cl)c(Cl)c(Cl)c1C(=O)OCC1CCCO1 (stereo not drawn),14,-4,0,1,-11,2,x,22

# This is a random part of the collection. Share with any hit: about 2.9%.
